MMP-13 inhibitor: inhibitors of human MMP13; P45452; MMP-13 fTHP FRET cleavage, Mca fluorescence; inhibition, % at 4 µM; 65,000 compounds, 0.07% hits;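 active = inhibition above the mean of compound-free control plate wells plus 3 SD, cut at about 14% in these data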;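 note: 0% = DMSO wells and 100% = wells with reference MMP-13 inhibitor after basal subtraction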
RORa activator: RORA (human) activation; P35398; CHO-K1 Gal4-RORA LBD luciferase reporter, luminescence; percent increase over mock-subtracted basal signal; activation, % at 10 µM; 65,000 compounds, 1.5% hits; AID 560;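 active = activation above the mean of all tested compounds plus 3 SD, cut at about 49% in these data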;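 note: 0% = DMSO-treated RORA cells and 100% = added signal equal to DMSO minus mock-transfected cells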
Target sequence (P35398 whole entry, looked up, the tested form may be a part): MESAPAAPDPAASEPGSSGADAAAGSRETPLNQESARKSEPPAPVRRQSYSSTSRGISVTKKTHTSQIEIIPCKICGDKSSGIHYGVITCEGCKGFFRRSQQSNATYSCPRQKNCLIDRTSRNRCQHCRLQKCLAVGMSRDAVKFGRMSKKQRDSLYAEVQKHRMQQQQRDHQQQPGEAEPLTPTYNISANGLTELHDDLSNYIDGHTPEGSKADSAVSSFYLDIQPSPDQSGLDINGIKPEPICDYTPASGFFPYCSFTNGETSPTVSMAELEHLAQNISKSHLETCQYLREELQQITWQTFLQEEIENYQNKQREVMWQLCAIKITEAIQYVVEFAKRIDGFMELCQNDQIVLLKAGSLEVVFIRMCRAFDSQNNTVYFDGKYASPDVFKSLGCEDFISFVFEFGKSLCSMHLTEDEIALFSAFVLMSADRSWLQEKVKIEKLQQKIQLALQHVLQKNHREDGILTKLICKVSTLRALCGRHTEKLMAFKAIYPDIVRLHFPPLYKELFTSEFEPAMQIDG
5HT1a antag: blocks the human serotonin 5-HT1a receptor. inhibition, % at 10 µM. CHO 5-HT1a Ga15 NFAT-bla reporter, antagonist mode. AID 612. P08908. 62,000 compounds, 0.68% hits;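 active = inhibition above the mean of all tested compounds plus 3 SD, cut at about 43% in these data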;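 note: receptor stimulated by 5-CT agonist at 100 nM near EC80; beta-lactamase reporter measured by ratiometric fluorescence of a cleavable substrate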
HTR1E antagonist: 5-HT1E (human) receptor antagonism. P28566. CHO 5-HT1E Ga15 NFAT-bla reporter, FRET, antagonist. inhibition, % at 6 µM. 65,000 compounds, 0.99% hits. AID 571;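 active = inhibition above a set limit, the mean inhibition across every tested compound plus 3 SD, cut at about 29% in these data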;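 note: signal is the 460 over 535 nm emission ratio of beta-lactamase substrate; 0% = agonist plus DMSO wells and 100% = wells without agonist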
SF-1 act: activators of human nuclear receptor SF-1; AID 522; CHO-K1 Gal4-SF-1 LBD luciferase reporter; % increase over DMSO SF-1-specific signal; activation, % at 10 µM; 65,000 compounds, 1.9% hits;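 active = activation above the mean activation of all tested compounds plus 3 SD, cut at about 50% in these data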
Target sequence (Q13285 whole entry, looked up, the tested form may be a part): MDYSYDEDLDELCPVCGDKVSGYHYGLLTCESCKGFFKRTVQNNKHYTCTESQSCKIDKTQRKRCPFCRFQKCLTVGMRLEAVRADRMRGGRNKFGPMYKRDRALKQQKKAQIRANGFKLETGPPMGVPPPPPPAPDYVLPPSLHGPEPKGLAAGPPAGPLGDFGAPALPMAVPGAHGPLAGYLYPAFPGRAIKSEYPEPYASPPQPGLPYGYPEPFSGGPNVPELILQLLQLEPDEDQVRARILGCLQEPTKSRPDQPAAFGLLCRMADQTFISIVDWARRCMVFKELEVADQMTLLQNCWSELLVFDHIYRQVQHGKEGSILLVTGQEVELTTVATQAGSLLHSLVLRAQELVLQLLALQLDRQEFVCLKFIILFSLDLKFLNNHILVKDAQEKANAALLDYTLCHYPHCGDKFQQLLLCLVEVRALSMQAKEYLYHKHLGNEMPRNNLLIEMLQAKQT
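Compound – one dose, 10 µM compound, 1% DMSO · Test system – transient Gal4-SF-1 LBD reporter, CHO-K1 · Input – 4,000 cells in each well · Read-out basis – percent activation relative to DMSO median and mock-transfected background · Replicates – single measurement per compound · Technique – steady-glow luciferase luminescence, read after 15 min reagent incubation · Timing – 20 h compound treatment, 37 °C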
HTR1E agonist: agonists of human 5-HT1E serotonin receptor; P28566; CHO 5-HT1E Ga15 NFAT-bla reporter, FRET; 0% DMSO wells, 100% control agonist wells; activation, % at 6 µM; 65,000 compounds, 0.69% hits; AID 574;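 active = activation above a set limit, the screen-wide mean activation plus 3 SD, cut at about 8.5% in these data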;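 note: 100% = positive control agonist at 1 µM giving full maximal response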
5HT1a ag: agonists of human 5-HT1a serotonin receptor. P08908. CHO 5-HT1a Ga15 NFAT-bla reporter, FRET ratio; 0% basal, 100% maximal reference agonist. activation, % at 10 µM. 65,000 compounds, 0.56% hits. AID 567;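 active = activation above the screen-wide mean activation plus 3 SD, cut at about 19% in these data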;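 note: 0% = DMSO wells and 100% = 5-CT at EC100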
NADH enzymes: blocks coupling enzymes of NAD/NADH assays. coupled PK/LDH NADH assays, four targets. AID 774. IC50, µM (doses to about 10 µM), without a hit: top-dose inhibition. 65,000 compounds, 0.02% hits;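 active = single-dose screening hits from any of four coupled enzyme assays that gave an IC50 when retested across doses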;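 note: the DPM-DC format reads NADH fluorescence rather than 340 nm absorbance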
Ecoli tolC: E. coli tolC mutant growth inhibition. E. coli BW25113 tolC mutant growth, OD615. growth inhibition, % at 10 µM (by protocol). 65,000 compounds, 2.2% hits. AID 573;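 active = growth inhibition at or above a cutoff equal to the mean over every tested compound plus 3 SD, cut at about 60% in these data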;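 note: growth measured after 20 h incubation at 37 °C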
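Doses: one dose of 10 µM final / Material: E. coli BW25113 ΔtolC::kan, tolC deletion mutant strain / Buffer or medium: LB with kanamycin 50 µg/mL / Evaluation: percent growth inhibition / Detection: optical density read at 615 nm / Incubation: 37 °C, 20 h exposure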
The depositor's hits bear a star; . = not tested or not shown; [ ] = another dose, or the depositor's remark. Rows are unselected; overall some 7.2% were active at least once.

SMILES | MMP-13 inhibitor | RORa activator | 5HT1a antag | HTR1E antagonist | SF-1 act | HTR1E agonist | 5HT1a ag | NADH enzymes | Ecoli tolC
Cc1[nH]nc2c1C(c1ccc(F)cc1)C1=C(CC(C)(C)CC1=O)N2 (centres undefined) | -47 | 5 | -12 | -6 | 12 | -0.1 | -2.4 | 5%[fluoresces] | 20
S=c1[nH]nc(-c2ccc(Br)cc2)n1Cc1ccco1 | -15 | -2 | -4 | -10 | -5 | 0.8 | -1.5 | 7% | 8
CCN1CCN(CCNC(=O)c2ccc(CS(=O)(=O)c3c(Cl)cccc3Cl)o2)CC1 | 4 | -6 | -4 | 0 | 11 | 0.8 | 1.1 | 2% | -10
O=C(Nc1cccc(C(=O)N2CCOCC2)c1)c1ncn[nH]1 | -9 | -17 | 2 | -4 | -3 | 0.5 | -2.0 | 3% | -11
COC(=O)C1=C(C)N(C)C(C)=C(C(=O)OC)C1c1cccc(Br)c1 | 4 | -34 | 30 | 4 | -2 | -0.1 | -1.0 | 4% | 10
COc1ccc(OC)c(C2C(C#N)=C(N)Oc3cc(N)ccc32)c1 (centres undefined) | 0 | -23 | -11 | -7 | 8 | -0.1 | -1.4 | 4% | 4
CC1(C)CC(=O)C2=C(C1)Nc1[nH]c(=S)[nH]c(=O)c1C2c1ccccc1 (centres undefined) | -23 | 6 | -2 | -3 | 6 | -0.6 | 0.4 | 2% | -9
COC(=O)c1c(-c2cccnc2)csc1NC(=O)c1cc(C)on1 | -5 | 57* | 6 | 5 | 80* | 3.0 | 3.8 | 9% | 16
COc1ccc2oc(C)c(C(=O)Cn3ccnc3)c2c1 | 2 | -22 | -11 | -2 | 7 | 0.7 | -3.3 | 3% | 4
COCc1n[nH]c(=S)n1-c1cccc2ccccc12 | 1 | -14 | . | -3 | 1 | -0.4 | 0.2 | 14% | 1
Cc1cc(NC(NC(=O)c2ccco2)(C(F)(F)F)C(F)(F)F)no1 | -4 | 6 | 10 | -7 | -4 | -0.3 | 0.9 | 6% | -17
COC(=O)c1[nH]c2ccc(C)cc2c1NC(=O)CN1CCN(Cc2ccccc2)CC1 | -57[fluorescence artefact?] | 19 | -5 | 1 | -5 | 1.0 | 0.8 | 12% | 7
Cc1nc2cc(C(=O)OCC(=O)N(CC(C)C)C3CCS(=O)(=O)C3)ccc2n1-c1ccccc1 (centres undefined) | -8 | -10 | 23 | 23 | 14 | 1.8 | 1.0 | 4% | -5
CC(C)CCOC(=O)C1[C@H]2C(=O)N(Cc3cccs3)C[C@]23C=C[C@H]1O3 (some centres undefined) | -6 | -36 | -3 | -6 | -7 | -0.6 | -3.9 | 5% | -6
COC(=O)c1ccc(CNC(=O)CSc2nc3sc(C)c(C)c3c(=O)n2C)o1 | 4 | 2 | 0 | -1 | -11 | -0.3 | 0.8 | 2% | 6
O=C(CCCc1nc(-c2ccc(Cl)cc2)no1)Nc1cccnc1 | -2 | -17 | 1 | 6 | 0 | -0.3 | -1.9 | 8% | 27
CC(=O)C1=C(C)NC(SCC(=O)c2ccc(C)cc2)=C(C#N)C1c1ccco1 (centres undefined) | -4 | -10 | 19 | 25 | 9 | -0.3 | -4.7 | 7% | 25
CC(=O)Nc1ccc(C2NC(=O)c3ccccc3O2)cc1 (centres undefined) | -2 | -14 | 31 | -5 | -19 | -1.2 | -0.1 | 2% | -9
Cc1cc(CCC(=O)O)c(C)cc1CCC(=O)O | -2 | -1 | . | -4 | 8 | -0.3 | -0.9 | 4% | -5
COc1ccc(S(=O)(=O)NC(CC(=O)N2CCc3ccccc32)c2ccco2)cc1 (centres undefined) | -2 | -6 | 14 | 4 | 1 | -0.9 | -1.6 | 1% | 24
Cc1nc(C)c(-c2csc(NCc3ccccc3)n2)s1 | 2 | 11 | 7 | -1 | 8 | -0.8 | -1.2 | 8% | -2
Cc1c(C(=O)NCc2ccco2)sc2nc(-c3ccccc3)cn12 | -6 | 87* | -5 | 0 | 52* | 0.5 | -0.9 | 9% | 12
CCCc1ccc(Oc2c(-c3ccc(O)c(C)c3O)n[nH]c2C)cc1 | 3 | -15 | 56* | 0 | 5 | -0.9 | -3.4 | 11% | 48
O=S(=O)(c1cccc(-c2cn3cc(Cl)ccc3n2)c1)N1CCOCC1 | -16 | 5 | -3 | 4 | -2 | -0.5 | 0.3 | 4% | 7
Cc1ccc(-c2nc(CSCC(=O)N3CCN(C(=O)c4ccco4)CC3)c(C)o2)cc1 | 0 | -1 | 7 | 13 | -10 | -0.7 | -0.4 | 9% | 0
Cc1c(C(=O)O)c2cc(O)ccc2n1-c1ccccc1 | -5 | -8 | 13 | 16 | 18 | -1.5 | -4.0 | 9% | 22
CS(=O)(=O)N(CCc1ccccc1)CC(=O)N1CCCCC1 | 6 | -1 | 2 | 3 | 2 | -0.3 | -0.8 | 5% | 4
CCN1CCCC1Cn1cnc2c([nH]c3cccc(Cl)c32)c1=O (centres undefined) | -40 | -3 | 7 | -5 | -6 | 0.3 | 0.0 | 6% | -14
CC/C(=C1/C(=O)CC(C)(C)C(C(=O)OC)C1=O)N1CCCC1 (centres undefined) | -7 | 3 | -9 | -7 | 2 | 1.6 | -2.3 | 9% | -24
CC1CC(=O)c2cnc(Nc3cccc(C(F)(F)F)c3)nc2C1 (centres undefined) | -12 | 7 | -9 | -19 | 13 | 4.0 | -0.6 | 3% | -6
CCOC(=O)CN1CC23C=CC(O2)C(C(=O)Nc2ccc4c(c2)OCO4)C3C1=O (centres undefined) | 2 | 36 | -1 | 5 | 13 | 0.9 | -1.7 | 1% | -10
CNc1nc(C)c(C(=O)OCc2ccccc2)s1 | 0 | 35 | -1 | 10 | 9 | -0.3 | 0.1 | 5% | 2
COc1c2c(nc3ccccc13)OC(C(C)(O)COC(C)=O)C2 (centres undefined) | 2 | -8 | -10 | 10 | -13 | 0.2 | 0.8 | 5% | -6
O=C(CSc1nc(-c2ccccc2)cc(=O)[nH]1)N1CCOCC1 | 1 | 7 | -11 | -8 | 7 | -0.6 | -2.5 | 7% | -12
COC1(OC)C(=N/O)/C(=N\O)CCC1O (centres undefined) | 3 | -9 | 0 | 3 | 12 | -1.2 | 0.5 | 9% | -41
O=C(c1ccco1)N1CCN(C(=O)c2cnn3c(C(F)(F)F)cc(-c4cccs4)nc23)CC1 | -11 | -3 | -3 | 7 | 6 | -0.1 | 1.4 | 6%[fluoresces] | -19
O=C(CCSc1ccccc1)NC1CCCC1 | 0 | -1 | -5 | -7 | -11 | -0.5 | -0.6 | 4% | 0
Cc1cccc(OCC2=NS(=O)(=O)c3ccccc3N2)c1 | -3 | 27 | 0 | -2 | 43 | -0.5 | 0.1 | 5% | 7
CN1CCc2c(sc(NC(=O)c3ccc(S(=O)(=O)N4CCOCC4)cc3)c2C(N)=O)C1 | 4 | -9 | 5 | 1 | 20 | -0.3 | 0.1 | 5% | -1
CN(C1CCCCC1)S(=O)(=O)c1ccc(NC(=O)C2CCCCC2C(=O)O)cc1 (centres undefined) | 4 | -8 | 3 | -3 | -4 | -1.0 | 0.3 | 7% | 25
COc1ccc(OC)c(NC(=O)CCN2CCC(C)CC2)c1 | 4 | -4 | -8 | -2 | -13 | 1.0 | -1.9 | 3% | -20
CCOc1ccccc1/C=c1\sc2nc(-c3ccco3)nn2c1=O | 3 | 0 | 3 | -17 | -12 | 0.9 | -0.9 | 5% | 22
COc1ccc(C)cc1-n1nnnc1SCC(=O)N1CCC(C(=O)Nc2nccs2)CC1 | 1 | -16 | -16 | 1 | -4 | 0.0 | -2.8 | 4% | 7
CC(=O)c1c(C)nc(C)nc1NC(=O)C(C)C | 2 | -8 | -9 | -2 | 0 | -1.2 | -2.2 | 1% | -10
CC(=O)N1CCN(C(=S)c2ccc(N(C)C)cc2)CC1 | 2 | -4 | 0 | 9 | 11 | -0.3 | -3.7 | 2% | -20
COc1cc(C(=O)NCCc2ccc3c(c2)OCCO3)ccc1OCC(=O)N1CCOCC1 | 1 | 10 | -2 | -1 | 10 | -1.1 | -1.9 | 2% | 3
O=C(COc1cccc(C(F)(F)F)c1)Nc1ccc(S(=O)(=O)N2CCCC2)cc1 | 2 | -2 | -22 | -7 | -7 | 2.1 | 2.5 | 7% | 64*
Cn1c(COc2ccc(Cl)cc2)nnc1SCC(=O)NC1CCCCC1 | -1 | 10 | 4 | -2 | -11 | 1.5 | -0.6 | 2% | 0
O=c1cc(CN2CCN(c3ccc(F)cc3)CC2)nc2sccn12 | 2 | 18 | -2 | -4 | -22 | 0.1 | 3.7 | 2% | -4
Fc1ccc2[nH]c3c(N4CCN(c5ccccc5)CC4)ncnc3c2c1 | -7 | -50 | . | 23 | -60 | 0.9 | 3.6 | 1% | 9
CC1(C)N=C(N)N=C(N)N1c1ccc(F)cc1F | 2 | -15 | -3 | -4 | 8 | 0.3 | -8.0 | 6% | -12
CCc1c(C)nc2ncnn2c1N1CCC(C(=O)N2CCN(c3ccc(F)cc3)CC2)CC1 | -1 | 9 | -4 | 2 | -7 | 0.1 | 1.3 | 4% | 20
Cc1cccc(N2CCN(C(=O)c3cc4c(C)nc5ccccc5c4o3)CC2)c1C | 2 | 4 | 5 | -3 | -19 | -0.2 | -1.9 | 12% | 1
O=C(CN(C(=O)CNS(=O)(=O)c1ccccc1)C1CCCC1)NCc1ccco1 | 1 | -8 | 12 | 7 | 9 | -0.5 | -2.1 | 8% | -13
COc1cccc(C(=O)N(CN2CCCC2=O)c2cccc(Cl)c2)c1 | -2 | 7 | -1 | 5 | 3 | -0.8 | -2.4 | 1% | -14
CC(C)c1nnc(NC(=O)CN2C(=O)c3ccccc3C2=O)s1 | 2 | 4 | 8 | 2 | 3 | 0.5 | 0.3 | 5% | -21
CCOC(=O)c1nc2nc(C)c(Cl)c(=O)n2[nH]1 | -6 | -12 | . | -4 | -8 | -0.1 | 1.3 | 4% | 8
Cc1cc(C)c2nc(N3CCN(C)CC3)c(C#N)cc2c1 | -10 | 2 | -12 | -4 | 0 | 2.1 | 0.9 | 5% | -5
CC(C(=O)Nc1sccc1C(N)=O)N1C(=O)C2CC=CCC2C1=O (centres undefined) | -4 | -4 | -9 | -16 | -5 | -0.2 | -1.7 | 3% | -5
O=C(c1ccccc1)N(Cc1ccc(F)cc1)C1CCS(=O)(=O)C1 (centres undefined) | 2 | -22 | -1 | -10 | -4 | -0.5 | -0.8 | 9% | -14

In another format: results already given.
CCc1c(C)nc2ncnn2c1N1CCC(C(=O)N2CCN(c3ccc(F)cc3)CC2)CC1
  MMP-13 inhibitor = -1
  RORa activator = 9
  5HT1a antag = -4
  HTR1E antagonist = 2
  SF-1 act = -7
  HTR1E agonist = 0.1
  5HT1a ag = 1.3
  NADH enzymes = 4%
  Ecoli tolC = 20
O=C(c1ccccc1)N(Cc1ccc(F)cc1)C1CCS(=O)(=O)C1 (centres undefined)
  MMP-13 inhibitor = 2
  RORa activator = -22
  5HT1a antag = -1
  HTR1E antagonist = -10
  SF-1 act = -4
  HTR1E agonist = -0.5
  5HT1a ag = -0.8
  NADH enzymes = 9%
  Ecoli tolC = -14

Screens (PubChem)
